LMNA splice mod: modulators of lamin A splicing; Potency, µM (series often up to 46.1 µM), inactives show top-dose ratio change, negative = inhibition, usual class: inhibitors; actives 0.01% (n = 200,000); HeLa LMNA splicing GFP/RFP minigene ratio, 48 h; active means well fitted inhibition curve with a large enough effect in the signal ratio, with a control signal flat, not every such curve was filed as active; inconclusive means small, poorly fitted or top-dose-only effect, or effect the other way, or a change in a side signal; the % refers to the signal ratio; further: on the % scale 0 is the no-effect control and ±100 the full control effect
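Read-out is the ratio of GFP to DsRed2 object intensity, acquired by 488 nm laser-scanning cytometry on HeLa lamin A-EGFP minigene reporter cells. Compound incubation 48 hrs at 37 °C in Opti-MEM with 2% FBS; DMSO 0.5% final.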
Epigenetic reg: epigenetic control regulation, reporter derepression. murine LDR cells, GFP reporter derepression, 30 h. Potency, µM (series often up to 53.9 µM), for the others: top-dose GFP activation, most hits filed as activators. actives 0.2% (n = 280,000). AID 1865; active means well fitted activation curve with a large enough effect; inconclusive means small, poorly fitted or top-dose-only effect; further: % of control where 0% means no effect; nearly all actives have a fitted effect of over 60% in size
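Reporter derepression read as number of fluorescent GFP-positive objects, 20-120 um in size, counted by laser-scanning cytometer. Mouse LDR line with an epigenetically silenced CMV-GFP locus; compound incubation 30 h, 37 C.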
An asterisk follows results filed as active; ? = inconclusive; [ ] = another dose, or the depositor's remark. Potency means the concentration at half of the fitted maximal effect. Some of the compounds tested; the hit share may differ from the screen's.

SMILES	LMNA splice mod	Epigenetic reg
Cc1ccc(N2C(=O)CCSC23C(=O)N(Cc2ccccc2)c2ccccc23)cc1F (stereo unspecified)	-6%[46 µM]	0.0%
COc1ccc(NC(=O)Cn2c(SCc3ccc(C)cc3)nc3cccnc32)cc1OC	-7%[46 µM]	7.2%
Cc1ccc(CNc2nc(-c3ccco3)nn2S(=O)(=O)c2ccc3ccccc3c2)cc1	-9%[46 µM]	3.2%
CCOC(=O)c1ccc(CN(Cc2ccccc2C)S(=O)(=O)c2ccc(F)c(C)c2)cc1	-7%[46 µM]	-0.3%
CCCn1cc(S(=O)(=O)c2cccc(Cl)c2)c(=O)c2cc(F)c(N3CCOCC3)cc21	?	-1.2%
CC(C)c1nn2c(=O)cc(COC(=O)c3cccc(NC(=O)c4ccccc4F)c3)nc2s1	-10%[46 µM]	-3.5%
CCC1CN(C(=O)Nc2cc(Cl)ccc2C(=O)OC)c2ccccc2S1 (stereo unspecified)	-15%[46 µM]	0.0%
CCc1ccc(S(=O)(=O)NCCc2csc3nc(-c4ccccc4)nn23)s1	?	-0.1%
O=C(COc1ccc(Cl)cc1)NCC(c1cccs1)S(=O)(=O)c1ccc(F)cc1 (stereo unspecified)	7%[46 µM]	0.7%
Cc1ccc(CN2CCc3nc(N4CCN(c5ccccc5F)CC4)ncc3C2)s1	14%[46 µM]	-3.0%
Cc1ccc(N2CCN(S(=O)(=O)c3ccc(F)c(C(=O)Nc4ccc(Cl)cc4Cl)c3)CC2C)cc1 (stereo unspecified)	12%[46 µM]	0.2%
CC(C)c1ccc(OCC(=O)NCC(c2ccc(Cl)cc2)N2CCOCC2)cc1 (stereo unspecified)	1%[46 µM]	0.8%
Cc1ccc(NC(=O)c2nc(S(C)(=O)=O)ncc2N(Cc2ccco2)Cc2ccco2)cc1C	9%[46 µM]	-3.2%
O=C(Nc1cc(Cl)cc(Cl)c1)c1ccc(F)c(S(=O)(=O)NC2CCCC2)c1	?	1.2%
Cc1nc2ccccc2n1CCc1nc2c3ccccc3nc(SCc3ccc(C#N)cc3)n2n1	16%[46 µM]	2.6%
CC(C)(C)C(=O)Nc1cccc(C(=O)OCc2cc(=O)n3nc(C4CCCCC4)sc3n2)c1	1%[46 µM]	3.9%
Cc1ccc(CN(C(=O)c2ccccc2F)c2ccccn2)o1	?	0.0%
COc1ccc(CCNc2ncnc3c2nnn3C)cc1OC	2%[46 µM]	1.0%
COc1cc(-c2ccno2)ccc1S(=O)(=O)N1CCN(c2ccccc2)CC1	?	0.0%
COc1ccc(N2CCN(S(=O)(=O)CCNC(=O)COc3cccc(OC)c3)CC2)cc1	5%[46 µM]	-1.7%
COc1cccc(C2=CC(c3ccccc3F)n3ncc(C(=O)Nc4ccc(F)cc4)c3N2)c1 (stereo unspecified)	-17%[46 µM]	-1.3%
CCCn1c2ccccc2c2cnn(CC(=O)NCCc3ccc(S(N)(=O)=O)cc3)c(=O)c21	8%[46 µM]	-1.2%
Cc1ccc(S(=O)(=O)N2CCC(c3ccncc3)CC2)c(C)c1	-9%[46 µM]	-0.2%
COc1ccc(OC)c(S(=O)(=O)NCCc2sc(-c3ccc(C)cc3)nc2C)c1	5%[46 µM]	-0.8%
COc1ccc(-c2cn3c(n2)sc2cc(C(=O)NC(C)C45CC6CC(CC(C6)C4)C5)ccc23)cc1 (stereo unspecified)	2%[46 µM]	0.0%

(list continues)
SMILES	LMNA splice mod	Epigenetic reg
CCc1ccc(CNC(=O)c2ccc3c(c2)nc2n3CCC(C)C2)cc1 (stereo unspecified)	6%[46 µM]	3.8%
Cc1ccc(-n2c(SCC(=O)Nc3cccc(Cl)c3)nc3n[nH]c(C)c3c2=N)cc1	?	0.0%
O=C1C(c2ccc(F)cc2)N(CCc2ccc(Cl)cc2)C(=O)CN1C1CCCCCC1 (stereo unspecified)	-17%[46 µM]	2.4%
COC(=O)c1c(-c2ccc(Cl)cc2)noc1N1CCN(c2cccc(C(F)(F)F)c2)CC1	?	-3.1%
CCc1ccc(NC(=O)CSc2nc3nccnc3c(=O)n2CCc2c[nH]c3ccccc23)cc1	-8%[46 µM]	0.0%
CCOC(=O)C1CCN(C(=O)c2ccc3c(c2)sc2nc(-c4ccc(OCC)cc4)cn23)CC1	15%[46 µM]	0.0%
CCS(=O)(=O)NCCc1csc2nc(-c3ccc(C)cc3)nn12	?	-1.2%
CN(C)c1ccc(CNC(=O)C2CCCN(S(=O)(=O)c3ccc4c(c3)CCCC(=O)N4)C2)cc1 (stereo unspecified)	-15%[46 µM]	-1.3%
CCOc1ccccc1NS(=O)(=O)c1ccc(N2CCCCS2(=O)=O)cc1	?	-4.2%
CCOC(=O)c1c(C)[nH]c(CCC(=O)Nc2ccccc2OCC)c1C	-23%[46 µM]	2.4%
CC(=O)N1c2ccc(S(=O)(=O)N3CCN(c4cc(Cl)ccc4C)CC3)cc2CC1C (stereo unspecified)	4%[46 µM]	-1.2%
Cc1ccc(NC(=O)c2c(C)cc(C)nc2SCC(=O)Nc2ccc(Br)cc2)cc1	-3%[46 µM]	-1.6%
CCCNC(=O)C1CCC(Cn2c(=O)c3sccc3n(Cc3ccccc3C)c2=O)CC1 (stereo unspecified)	1%[46 µM]	0.0%
CC(C)c1ccc(NC(=O)CSC2=Nc3ccccc3C3=NC(CC(=O)NCCc4ccccc4)C(=O)N23)cc1 (stereo unspecified)	?	-1.3%
O=C(CCC1N=C2c3ccccc3N=C(SCc3ccccc3F)N2C1=O)NC1CCCCC1 (stereo unspecified)	7%[46 µM]	-1.3%
Cc1ccc(CN2CCc3nc(N4CCN(C)CC4)ncc3C2)cc1	?	5.1%
Cc1cc2c(cc1S(=O)(=O)C(C)CC(=O)NC1CCC(C)CC1)OCC(=O)N2 (stereo unspecified)	15%[46 µM]	0.8%
CCN(CCCNC(=O)c1c(C)oc2ncn(CC(C)C)c(=O)c12)Cc1ccccc1	-8%[46 µM]	-1.3%
Cc1ccc(NC(=O)Cc2c(C(=O)O)c(C)cn2C)cc1Cl	12%[46 µM]	0.0%
COc1ccc(NC(=O)C2=C(C)Nc3c(C(=O)Nc4ccc(C)cc4)cnn3C2c2cccc(Cl)c2)cc1 (stereo unspecified)	-19%[46 µM]	-0.4%
CCOC(=O)c1cc(-c2ccc(OC)cc2)n(CCC(=O)NC2CCCCC2)c1C	10%[46 µM]	-1.1%
COc1ccc(Cc2nc3ccc(C(=O)NCc4ccc(OC)cc4OC)cc3o2)cc1	?	-1.7%
O=c1c2[nH]c3ccccc3c2nc(SCc2ccccc2F)n1-c1ccc(F)cc1	?	15%
CS(=O)(=O)c1ccccc1-c1nnc(NC(=O)c2ccc3c(c2)OCCO3)o1	-14%[46 µM]	-4.0%
COc1ccc(-c2nn(-c3cccc(F)c3)c3c2cnc2cc(OC)c(OC)cc23)cc1	?	0.3%

Quoted at random: 3 compounds from above
SMILES	LMNA splice mod	Epigenetic reg
CN(C)c1ccc(CNC(=O)C2CCCN(S(=O)(=O)c3ccc4c(c3)CCCC(=O)N4)C2)cc1 (stereo unspecified)	-15%[46 µM]	-1.3%
CCOC(=O)c1cc(-c2ccc(OC)cc2)n(CCC(=O)NC2CCCCC2)c1C	10%[46 µM]	-1.1%
CCOC(=O)C1CCN(C(=O)c2ccc3c(c2)sc2nc(-c4ccc(OCC)cc4)cn23)CC1	15%[46 µM]	0.0%

Following part
SMILES	LMNA splice mod	Epigenetic reg
COc1ccccc1NC(=O)c1ccc(CN2C(=O)C(C)=C(c3ccc(C)c(C)c3)S2(=O)=O)cc1	-3%[46 µM]	1.1%
Cn1cc(S(=O)(=O)N2CCCCCC2)cc1C(=O)Nc1ccc(Cl)c(C(F)(F)F)c1	2%[46 µM]	3.4%
Cc1ccc(-n2ncc(C(=O)NCCN3CCCC3)c2C2CCN(C(=O)OC(C)(C)C)CC2)cc1	-2%[46 µM]	-1.3%
Cc1cc(C)c2c(=O)cc(CSc3n[nH]c(C)n3)[nH]c2c1	11%[46 µM]	0.1%
CC(C)c1cnc2c(c1SCC(=O)O)c(=O)n(C)c(=O)n2C	-14%[46 µM]	-0.1%
COc1ccccc1NC(=O)CN1CCN(CC(=O)Nc2ccc(F)c(F)c2)CC1	11%[46 µM]	0.0%
O=C(NCc1ccc(F)cc1)C1CCN(c2ncnc3c2nc2n3CCCCC2)CC1	0%[46 µM]	2.1%
COc1ccccc1CNC(=O)CCc1c(C)nn(-c2ccc(N3CCOCC3)nn2)c1C	11%[46 µM]	0.0%
CCOC(=O)c1c(C)sc(-c2c(-c3ccccc3)[nH]c3[nH]c(=O)[nH]c(=O)c23)c1O	?	4.8%
O=C(COc1ccc(F)cc1)NC1CC(=O)N(c2ccc3c(c2)OCCO3)C1 (stereo unspecified)	7%[46 µM]	0.9%
CCc1ccccc1NC(=O)c1nc(-c2ccncc2)no1	17%[46 µM]	1.4%
O=C(CSc1nc(=O)[nH]c2c1CCC2)NCc1ccccc1	7%[46 µM]	3.7%
Cc1ccc(CCNC(=O)c2c(C)oc3ncnc(N4CCOCC4)c23)cc1	-6%[46 µM]	0.0%
O=C(CCN1N=C(c2ccccc2)CCC1=O)NCCc1ccc(Cl)cc1	13%[46 µM]	3.2%
CN(C(=O)CCS(=O)(=O)c1cc2c(cc1Cl)NC(=O)CO2)C1CCCCC1	6%[46 µM]	0.0%
CCN(Cc1ccccc1)S(=O)(=O)c1ccc2c(c1)CCCN2C(C)=O	0%[46 µM]	0.8%
COCCn1c(C)cc(O)c(C(c2ccccc2)N2CCC(C)CC2)c1=O (stereo unspecified)	-17%[46 µM]	-4.2%
Cc1cccc(C(=O)NCC(c2cccs2)S(=O)(=O)c2cccs2)c1 (stereo unspecified)	-4%[46 µM]	4.9%
CCOc1cccc2sc(NC(=O)c3ccc(S(=O)(=O)N4CCc5ccccc54)cc3)nc12	-3%[46 µM]	0.0%
CCOC(=O)c1ccc(OCC2c3cc(OC)c(OC)cc3CCN2C(=O)Cc2ccc(OC)c(OC)c2)cc1 (stereo unspecified)	-13%[46 µM]	1.6%
CCOc1cc2[nH]c(=O)n(CCCC(=O)N3CCN(c4cccc(Cl)c4)CC3)c(=O)c2cc1OCC	-12%[46 µM]	-1.3%
Cc1ccc(C(=O)c2cn(CC(=O)NCc3ccccc3)c3nc(C)ccc3c2=O)cc1	10%[46 µM]	-1.3%
COc1ccc(C)cc1NS(=O)(=O)c1c(C(=O)N2CCCCCC2)c(C)n(C)c1C	-7%[46 µM]	0.0%
CCOc1ccc(NC(=O)c2cc3c(=O)n(Cc4cccs4)ccc3nc2C)cc1	?	0.0%
O=C(Nc1ccccc1)c1ccc(Br)c(S(=O)(=O)N2CCCCC2)c1	-5%[46 µM]	0.0%

Among those listed so far, these have two or more sulfur atoms.
SMILES	LMNA splice mod	Epigenetic reg
CCc1ccc(S(=O)(=O)NCCc2csc3nc(-c4ccccc4)nn23)s1	?	-0.1%
O=C(COc1ccc(Cl)cc1)NCC(c1cccs1)S(=O)(=O)c1ccc(F)cc1 (stereo unspecified)	7%[46 µM]	0.7%
COc1ccc(OC)c(S(=O)(=O)NCCc2sc(-c3ccc(C)cc3)nc2C)c1	5%[46 µM]	-0.8%
CCS(=O)(=O)NCCc1csc2nc(-c3ccc(C)cc3)nn12	?	-1.2%
CCOc1ccccc1NS(=O)(=O)c1ccc(N2CCCCS2(=O)=O)cc1	?	-4.2%
Cc1cccc(C(=O)NCC(c2cccs2)S(=O)(=O)c2cccs2)c1 (stereo unspecified)	-4%[46 µM]	4.9%
CCOc1cccc2sc(NC(=O)c3ccc(S(=O)(=O)N4CCc5ccccc54)cc3)nc12	-3%[46 µM]	0.0%

Remaining list, next part:
SMILES	LMNA splice mod	Epigenetic reg
CC(C)c1ccc(CNC(=O)c2ccc(N3CCCC3)c(NC(=O)NCc3ccccc3)c2)cc1	-12%[46 µM]	-2.9%
CCOc1ccccc1C(=O)N1CCc2cc(OC)c(OC)cc2C1COc1ccc(OC)cc1 (stereo unspecified)	-1%[46 µM]	-0.3%
Cc1cccc(Cc2c(C)nc3nc(SCc4ccccc4F)nn3c2C)c1	-8%[46 µM]	5.0%
CCOC(=O)c1cccc(NC(c2nnc(-c3ccccc3)o2)c2ccccc2F)c1 (stereo unspecified)	-21%[46 µM]	0.0%
Cc1nc2ccccc2c(=O)n1-c1ccc(NC(=O)c2ccc([N+](=O)[O-])cc2)cc1	15%[46 µM]	-1.4%
CCCC(C(=O)NCc1cccc(Cl)c1)N1Cc2ccccc2C1=O (stereo unspecified)	3%[46 µM]	-0.2%
Cc1ccc(-n2ncc(C(=O)NCc3ccccc3)c2C2CCN(C(=O)OC(C)(C)C)CC2)cc1	-17%[46 µM]	-0.2%
CCC(Sc1nc2c(sc3ccccc32)c(=O)n1CCc1ccccc1)C(=O)N(CC)CC (stereo unspecified)	-1%[46 µM]	-1.3%
CC(C)c1ccc(NC(=O)c2cc(S(=O)(=O)NCCC3=CCCCC3)ccc2F)cc1	?	13%
Cc1ccc(NC(=O)C2CCCN(S(=O)(=O)c3ccc4c(c3)CCCC(=O)N4)C2)cc1Cl (stereo unspecified)	-13%[46 µM]	-1.3%
Cc1cccc(NC(=O)CSc2nc3ccccc3c3nc(CCn4cncc4C)nn23)c1	?	0.0%
COc1ccc(C2C(=O)N(C3CCC(C)CC3)CC(=O)N2C2CCCCC2)cc1OC (stereo unspecified)	4%[46 µM]	3.2%
O=C(NCCc1ccccc1)C1(c2cccs2)CCOCC1	?	2.1%
COc1ccccc1NC(=O)CSC1=Nc2ccccc2C2=NC(Cc3ccccc3)C(=O)N12 (stereo unspecified)	-4%[46 µM]	-4.6%

Source: PubChem BioAssay (National Center for Advancing Translational Sciences (NCATS))
